Yeast growth inh = reduces growth of yeast BB579 in restrictive medium. hit rate 0.51% among 140,000. inhibition, % at 10 µM. S. cerevisiae BB579 growth, OD615, 48 h. AID 804;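 active = inhibition above a set limit, 3 SD over the mean compound inhibition, cut at about 44% in these data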; also: inactives centre near -24
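System: Saccharomyces cerevisiae DeaD strain BB579, replicative lifespan model yeast. Buffer or medium: restrictive glucose-based CSMM-D medium. Doses: one dose, 10 µM compound with 0.25% DMSO. Timing: 4 h preincubation and 48 h exposure at 30 °C. Detection: turbidity as optical density at 615 nm. Benchmarks: amphotericin B 10 µg/mL, positive.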
HCT116 bCat-KO = beta-catenin-lacking colon tumor cell growth suppression | viability, % at 10 µM | hit rate 1.5% among 140,000 | HCT116 beta-catenin knockout viability, CellTiter-Glo, 60 h; stronger effect = lower value;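 active = viability at or under a set limit, the compound median less 4 SD, cut at about 6% in these data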;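 also: 0% = Hyamine 1622 control at 20 µM and 100% = untreated cell control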
GALR2 blocker = blocks the human galanin receptor 2. O43603. hit rate 0.39% among 140,000. inhibition, % at 4 µM. AID 828. GALR2-expressing cells, antagonist mode; in the data active = inhibition above about 27%;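 also: cells stimulated with galanin 1-16 at roughly its EC80; 0% = agonist challenge control and 100% = basal control without agonist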
Target sequence (O43603 whole entry, looked up): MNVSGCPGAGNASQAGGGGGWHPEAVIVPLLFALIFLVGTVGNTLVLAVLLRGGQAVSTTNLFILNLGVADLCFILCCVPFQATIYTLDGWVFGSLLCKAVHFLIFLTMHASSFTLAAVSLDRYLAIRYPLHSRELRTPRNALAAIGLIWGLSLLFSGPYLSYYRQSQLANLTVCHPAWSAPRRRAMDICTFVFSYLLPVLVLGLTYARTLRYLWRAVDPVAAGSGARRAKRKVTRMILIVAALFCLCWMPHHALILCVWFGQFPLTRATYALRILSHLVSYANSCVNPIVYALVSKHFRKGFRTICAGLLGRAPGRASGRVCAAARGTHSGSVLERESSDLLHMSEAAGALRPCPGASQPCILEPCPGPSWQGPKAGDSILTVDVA
Yeast lifespan up = extends the lifespan of yeast. S. cerevisiae growth with nicotinamide, OD615; deaD strain in restrictive glucose medium. inhibition of the nicotinamide effect, % at 10 µM. hit rate 0.68% among 130,000;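 active = inhibition above a set limit, placed 3 SD over the median of all compounds, cut at about 26% in these data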;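 also: 0% = nicotinamide-treated wells and 100% = cells grown without nicotinamide; some compounds called inactive have numbers as strong as hits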
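Test system: DeaD-strain S. cerevisiae / Buffer or medium: restrictive glucose medium / Also added: nicotinamide 1.5 mM / Doses: one concentration, 10 µM, DMSO 0.25% / Schedule: 48 h at 30 °C / Signal: OD615 measurement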
MRP1 act = activators of MRP-1. H69AR cells + doxorubicin, viability rescue, CellTiter-Glo. viability increase, % at 10 µM. hit rate 0.61% among 140,000. AID 799;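 active = viability gain under doxorubicin at or above a set limit, the compound median plus 3 SD, cut at about 4.7% in these data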;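 also: MRP-1 overexpressing cells given doxorubicin 25 µM after compound pretreatment; 18-22 h compound pretreatment then 72 h with doxorubicin before readout; 0% = doxorubicin-only wells and 100% = vehicle-treated cells without doxorubicin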
Phagocyt inh = inhibitors of macrophage phagocytosis | J774A.1 macrophage IgG-bead phagocytosis, imaging | inhibition, % at 5 µM | hit rate 0.07% among 110,000 | AID 1029;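 active = inhibition above the mean of the plate negative controls plus 5 SD, cut at about 13% in these data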;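 also: phagocytic index as fraction of beads internalized from green versus red external bead signal; plate controls were DMSO negative control for no effect and cytochalasin-D positive control for full effect; some results beyond the cut were filed as inactive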
E-sel TNF inh = blocks E-selectin expression induced by TNF alpha | HUVEC TNFa-induced E-selectin immunofluorescence, high content | inhibition, % at 2 µM | hit rate 0.71% among 120,000 | AID 1246;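 active = inhibition above the batch mean plus 3 SD, and confirmed as a hit on visual image review, cut at about 43% in these data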;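 also: 0% = TNF-stimulated DMSO wells and 100% = unstimulated control wells; not every result past the cut was called active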
HCT116 PTEN-null = growth suppressors of cells with PTEN tumor suppressor deletion; viability, % at 10 µM; hit rate 1.2% among 140,000; HCT116 PTEN-null viability, CellTiter-Glo, 60 h; stronger effect = lower value;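 active = viability at or below a set limit, 4 SD under the median of all tested compounds, cut at about 3.7% in these data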;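 also: PTEN knockout HCT116 line with beta catenin targeted HCT116 as companion control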
NPY-Y2 antag = NPY-Y2 (human) receptor antagonism | hit rate 0.99% among 140,000 | inhibition, % at 2.7 µM | P49146 | NPY-Y2 expressing cells, antagonist mode; in the data active = inhibition above about 17%;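 also: 0% = vehicle with agonist challenge and 100% = reference antagonist with challenge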
Target sequence (P49146 whole entry, looked up): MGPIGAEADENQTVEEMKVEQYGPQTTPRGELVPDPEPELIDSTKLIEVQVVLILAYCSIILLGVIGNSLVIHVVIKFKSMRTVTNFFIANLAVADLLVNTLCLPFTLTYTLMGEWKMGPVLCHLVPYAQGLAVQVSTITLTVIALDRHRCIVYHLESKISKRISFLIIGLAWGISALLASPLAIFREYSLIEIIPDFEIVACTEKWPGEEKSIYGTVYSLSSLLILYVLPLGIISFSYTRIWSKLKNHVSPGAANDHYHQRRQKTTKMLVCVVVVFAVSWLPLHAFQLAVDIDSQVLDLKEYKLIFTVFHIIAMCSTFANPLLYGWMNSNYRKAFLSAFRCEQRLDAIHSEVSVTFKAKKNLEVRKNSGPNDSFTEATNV
Measles CPE = protection of cells from measles virus. Measles virus-infected cells, CPE protection, absorbance. protection (pct of control), % at 4 µM. hit rate 1.5% among 140,000; in the data active = protection mostly above about 24%, no sharp cut-off; inactive = mostly below about 26%; also: some compounds called inactive have numbers as strong as hits
Numbers without * were called inactive.

What do the screens show for `CC1(C)Cc2c(c(N3CCCC3)[nH]c(=S)c2C#N)CO1`?
Yeast growth inh: -10; HCT116 bCat-KO: 104; GALR2 blocker: 2; Yeast lifespan up: -11; MRP1 act: -1.7; Phagocyt inh: -1; E-sel TNF inh: 10; HCT116 PTEN-null: 102; NPY-Y2 antag: 2; Measles CPE: 20

How did O=C(Nc1c2c(nc3c1CCC3)CCCC2)c1ccccn1 do in these assays?
Yeast growth inh: -4; HCT116 bCat-KO: 99; GALR2 blocker: 23; Yeast lifespan up: 6; MRP1 act: -0.3; HCT116 PTEN-null: 105; NPY-Y2 antag: 2; Measles CPE: 12

What do the screens show for `Cc1ccc(-c2nnn(CC(=O)NCCC3=CCCCC3)n2)cc1`?
Yeast growth inh: -38; HCT116 bCat-KO: 102; GALR2 blocker: -5; MRP1 act: 0.1; E-sel TNF inh: 0; HCT116 PTEN-null: 104; NPY-Y2 antag: 0; Measles CPE: 5

How did O=C(NC(NC1CCS(=O)(=O)C1)C(Cl)(Cl)Cl)c1ccc(Br)cc1 (centres undefined) do in these assays?
Yeast growth inh: -13; HCT116 bCat-KO: 40; GALR2 blocker: 3; Yeast lifespan up: -20; MRP1 act: -1.6; E-sel TNF inh: 18; HCT116 PTEN-null: 49; NPY-Y2 antag: 5; Measles CPE: 9

What do the screens show for `Cc1ccc(O)c(C(=O)c2cnn(C(=O)COc3ccc(Cl)cc3)c2)c1`?
Yeast growth inh: -42; HCT116 bCat-KO: 95; GALR2 blocker: 7; Yeast lifespan up: 5; MRP1 act: 1.3; Phagocyt inh: -6; HCT116 PTEN-null: 88; NPY-Y2 antag: 5; Measles CPE: 4

Results for CCOc1ccccc1NC(=O)CCCN1C(=S)NC(C)(C)CC1C (centres undefined) ?
Yeast growth inh: 6; HCT116 bCat-KO: 94; GALR2 blocker: 2; Yeast lifespan up: 0; MRP1 act: 0.3; Phagocyt inh: 0; E-sel TNF inh: -25; HCT116 PTEN-null: 110; NPY-Y2 antag: 1; Measles CPE: 20

What do the screens show for `C=C(C)c1cccc(C(C)(C)NC(=O)Nc2ccc(C(C)=O)cc2)c1`?
Yeast growth inh: -18; HCT116 bCat-KO: 91; GALR2 blocker: 12; Yeast lifespan up: -1; MRP1 act: -0.9; Phagocyt inh: -3; HCT116 PTEN-null: 76; NPY-Y2 antag: 2; Measles CPE: 16

How did CCSc1nnc(NC(=O)C(C)(C)C)s1 do in these assays?
Yeast growth inh: -7; HCT116 bCat-KO: 104; GALR2 blocker: -11; Yeast lifespan up: -9; MRP1 act: 0.8; Phagocyt inh: 1; E-sel TNF inh: -4; HCT116 PTEN-null: 90; NPY-Y2 antag: -1; Measles CPE: 12

How did CC(=O)Nc1ccc(NS(=O)(=O)C(F)(F)F)cc1 do in these assays?
Yeast growth inh: -40; HCT116 bCat-KO: 96; GALR2 blocker: 2; Yeast lifespan up: -4; MRP1 act: -0.4; Phagocyt inh: 2; E-sel TNF inh: -17; HCT116 PTEN-null: 106; NPY-Y2 antag: 0; Measles CPE: 16

How did CCOC(=O)C(=O)Nc1ccccc1C#N do in these assays?
Yeast growth inh: -25; HCT116 bCat-KO: 97; GALR2 blocker: 14; Yeast lifespan up: 5; MRP1 act: -1.0; Phagocyt inh: -2; E-sel TNF inh: -18; HCT116 PTEN-null: 97; NPY-Y2 antag: 4; Measles CPE: 3

What do the screens show for `CCOC(=O)c1ccc(Nc2cc(C)nc3ncnn23)cc1`?
Yeast growth inh: 8; HCT116 bCat-KO: 99; GALR2 blocker: -2; Yeast lifespan up: -4; MRP1 act: 0.4; Phagocyt inh: 3; HCT116 PTEN-null: 97; NPY-Y2 antag: -3; Measles CPE: 21

How did COc1ccccc1NS(=O)(=O)c1cc(NC(=O)/C=C/c2cccs2)ccc1N1CCOCC1 do in these assays?
Yeast growth inh: -23; HCT116 bCat-KO: 82; GALR2 blocker: 5; Yeast lifespan up: 7; MRP1 act: 6.0*; Phagocyt inh: -10; HCT116 PTEN-null: 83; NPY-Y2 antag: 2; Measles CPE: 33

Results for CC1CCc2c(sc(NC(=O)C3c4ccccc4Oc4ccccc43)c2C(N)=O)C1 (centres undefined) ?
Yeast growth inh: -40; HCT116 bCat-KO: 89; GALR2 blocker: -10; Yeast lifespan up: 1; MRP1 act: -2.8; HCT116 PTEN-null: 90; NPY-Y2 antag: -2; Measles CPE: 5

How did CC(C)c1ccc(NC(=O)c2snc3ccc(Cl)cc23)cc1 do in these assays?
Yeast growth inh: -34; HCT116 bCat-KO: 39; GALR2 blocker: 3; Yeast lifespan up: -7; MRP1 act: -4.8; Phagocyt inh: -4; HCT116 PTEN-null: 33; NPY-Y2 antag: 26*; Measles CPE: 15

How did COC(=O)c1cc(CSc2nc3ccccc3[nH]2)oc1C do in these assays?
Yeast growth inh: -58; HCT116 bCat-KO: 20; GALR2 blocker: 2; Yeast lifespan up: -21; MRP1 act: 1.2; Phagocyt inh: -2; HCT116 PTEN-null: 40; NPY-Y2 antag: 8; Measles CPE: 5

What do the screens show for `CC(SCc1ccccc1)C(=O)N/N=C/c1cccs1` (centres undefined)?
Yeast growth inh: 16; HCT116 bCat-KO: 95; GALR2 blocker: -2; Yeast lifespan up: 2; MRP1 act: -1.7; Phagocyt inh: -8; HCT116 PTEN-null: 99; NPY-Y2 antag: 2; Measles CPE: 6

Results for COc1ccc(C2CC2/C(C)=N/OC(=O)c2cccs2)cc1 (centres undefined) ?
Yeast growth inh: -27; HCT116 bCat-KO: 97; GALR2 blocker: -8; Yeast lifespan up: -8; MRP1 act: -1.5; Phagocyt inh: 0; E-sel TNF inh: 8; HCT116 PTEN-null: 96; NPY-Y2 antag: 6; Measles CPE: 6

What do the screens show for `CCn1c(SCC(=O)N=Nc2c(O)[nH]c3ccccc23)nc2ccccc21`?
Yeast growth inh: -26; HCT116 bCat-KO: 85; GALR2 blocker: -4; Yeast lifespan up: -4; MRP1 act: -0.3; Phagocyt inh: -1; HCT116 PTEN-null: 84; NPY-Y2 antag: 4; Measles CPE: 6

How did COc1cc2c(cc1OC)C(c1ccc(-c3ccccc3Cl)o1)=NCC2 do in these assays?
Yeast growth inh: -80; HCT116 bCat-KO: 16; GALR2 blocker: -29; Yeast lifespan up: -10; MRP1 act: -2.6; Phagocyt inh: -2; E-sel TNF inh: 27; HCT116 PTEN-null: 17; NPY-Y2 antag: 14; Measles CPE: 6

What do the screens show for `COc1ccc(CNC(=O)c2cc3c(s2)CS(=O)C3)cc1` (centres undefined)?
Yeast growth inh: 5; HCT116 bCat-KO: 88; GALR2 blocker: -6; Yeast lifespan up: -11; MRP1 act: -0.4; Phagocyt inh: 0; E-sel TNF inh: 21; HCT116 PTEN-null: 102; NPY-Y2 antag: 3; Measles CPE: 5

What do the screens show for `O=C(Nc1cccnc1)/C(N=Nc1cccnc1)=C(\O)c1ccccc1`?
Yeast growth inh: -16; HCT116 bCat-KO: 81; GALR2 blocker: -2; Yeast lifespan up: -6; MRP1 act: -3.2; Phagocyt inh: -13; E-sel TNF inh: 13; HCT116 PTEN-null: 81; NPY-Y2 antag: 1; Measles CPE: 5

Results for CCN(CCCNC(=O)CCNC(=O)Cn1ccc2ccccc2c1=O)c1ccccc1 ?
Yeast growth inh: -27; HCT116 bCat-KO: 87; GALR2 blocker: -7; Yeast lifespan up: -12; MRP1 act: -0.3; Phagocyt inh: -1; E-sel TNF inh: -6; HCT116 PTEN-null: 91; NPY-Y2 antag: -2; Measles CPE: 9

How did Cc1ccc(S(=O)(=O)N(C)CC(=O)OCc2nnc(-c3ccccc3)o2)cc1 do in these assays?
Yeast growth inh: -21; HCT116 bCat-KO: 88; GALR2 blocker: -16; Yeast lifespan up: -12; MRP1 act: -0.6; Phagocyt inh: 0; HCT116 PTEN-null: 88; NPY-Y2 antag: 0; Measles CPE: 8

What do the screens show for `Cc1ccc(-c2nn(CC(=O)O)c(=O)c3ccccc23)cc1`?
Yeast growth inh: -12; HCT116 bCat-KO: 97; GALR2 blocker: -1; MRP1 act: -1.6; E-sel TNF inh: -18; HCT116 PTEN-null: 96; NPY-Y2 antag: 5; Measles CPE: 15

What do the screens show for `CSC1=NSC2=NC(=O)/C(=C/c3coc4ccc(O)cc4c3=O)C(=N)N12`?
Yeast growth inh: -21; HCT116 bCat-KO: 93; GALR2 blocker: -6; Yeast lifespan up: 5; MRP1 act: -0.6; Phagocyt inh: -5; HCT116 PTEN-null: 94; NPY-Y2 antag: 3; Measles CPE: 7

How did COc1ccc(CNC(=O)C2CC(c3ccc(F)cc3)=NO2)cc1 (centres undefined) do in these assays?
Yeast growth inh: -43; HCT116 bCat-KO: 100; GALR2 blocker: 3; Yeast lifespan up: -7; MRP1 act: -2.4; Phagocyt inh: 0; E-sel TNF inh: -6; HCT116 PTEN-null: 100; NPY-Y2 antag: 5; Measles CPE: 3

Results for CCCc1nnc(SCC(=O)N2CCCCC2)n1CC1CCCO1 (centres undefined) ?
Yeast growth inh: -20; HCT116 bCat-KO: 89; GALR2 blocker: 6; Yeast lifespan up: -4; MRP1 act: -1.7; E-sel TNF inh: 29; HCT116 PTEN-null: 92; NPY-Y2 antag: 0; Measles CPE: 16

Results for Cc1sc(NC(=O)c2ccc(Br)s2)c(C(N)=O)c1C ?
Yeast growth inh: -33; HCT116 bCat-KO: 84; GALR2 blocker: 6; Yeast lifespan up: -7; MRP1 act: -3.2; E-sel TNF inh: 10; HCT116 PTEN-null: 85; NPY-Y2 antag: -1; Measles CPE: 24

What do the screens show for `CCCn1c2c(c(O)c(C(=O)Nc3ccc(OC)cc3)c1=O)CCCC2`?
Yeast growth inh: -89; HCT116 bCat-KO: 87; GALR2 blocker: -1; Yeast lifespan up: 51; MRP1 act: 0.2; E-sel TNF inh: -13; HCT116 PTEN-null: 93; NPY-Y2 antag: 1; Measles CPE: 6

Results for CCCOc1ccc(NC(=O)C2CC(=O)N/C(=N/N=C(\C)CCc3ccc4c(c3)OCO4)S2)cc1 (centres undefined) ?
Yeast growth inh: -54; HCT116 bCat-KO: 91; GALR2 blocker: -1; Yeast lifespan up: -1; MRP1 act: 0.1; Phagocyt inh: 4; HCT116 PTEN-null: 102; NPY-Y2 antag: 8; Measles CPE: 4

What do the screens show for `NS(=O)(=O)c1cc2c(cc1Cl)NCNS2(=O)=O`?
Yeast growth inh: 20; HCT116 bCat-KO: 97; GALR2 blocker: 2; Yeast lifespan up: 5; MRP1 act: -1.1; HCT116 PTEN-null: 98; NPY-Y2 antag: 0; Measles CPE: 2

What do the screens show for `COc1ccc(OC)c(NC(=O)c2cnn(-c3ccccc3Cl)c2NC(=O)c2ccco2)c1`?
Yeast growth inh: -27; HCT116 bCat-KO: 88; GALR2 blocker: -17; Yeast lifespan up: 1; MRP1 act: -3.5; Phagocyt inh: -2; E-sel TNF inh: -7; HCT116 PTEN-null: 88; NPY-Y2 antag: 1; Measles CPE: 5

High-throughput results from PubChem.
